Screens: PubChem BioAssay, several laboratories
rCAG RNA binder: binders of r(CAG) RNA repeats, primary screen, biochemical, fluorescence; 370,000 tested, 1.3% active; AID 651821, 2012; inhibition, % at 3 µM; r(CAG) RNA repeat, TO-PRO-1 dye displacement fluorescence;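 active = inhibition above the plate cutoff, the mean of all test compounds on that plate plus 3 SD, cut at about 35% in these data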;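 also: 0% = DMSO alone and 100% = 100 µM mitoxantrone as full dye displacement; higher means more dye released from RNA so lower well fluorescence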
mABHD4 FP: ABHD4 inhibitors, primary screen, biochemical, fluorescence polarization, mouse; purified mABHD4, FP-Rh probe fluorescence polarization; inhibition, % at 8.92 µM; 370,000 tested, 0.54% active; AID 720543, 2013;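 active = inhibition exceeding the mean over every tested compound plus 3 SD, cut at about 30% in these data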;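 also: 0% = plate median of compound wells and 100% = S159A mutant with DMSO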
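Assay system: mABHD4 protein; medium: HEPES pH 7.0, NaCl, Pluronic buffer; dosing: 8.92 µM, single dose; schedule: 45 min + 60 min at 25 °C; signal: FP readout, ex 525 nm / em 598 nm; read-out: normalized percent inhibition of probe labeling; repeats: single replicate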
MBD2 DNA inh: inhibitors of MBD2 binding to methylated DNA, primary screen, biochemical, TR-FRET, DNA-binding domain, human | 370,000 tested, 0.31% active | inhibition, % at 4.4 µM | Methyl-CpG-binding domain protein 2 (Homo sapiens), Q9UBB5 | AID 686964, 2013 | MBD2 binding to methylated oligonucleotide; in the data active = inhibition above about 13%
GC-A act: GC-A stimulated cGMP production enhancers – HEK293 GC-A cells, cGMP TR-FRET, EC30 ANP, primary screen; 0% at EC30 ANP, 100% saturating ANP; activation, % at 10 µM; 370,000 tested, 0.14% active; AID 1671463, 2021; in the data active = activation above about 40%
UHRF1 MBD2 ctr: UHRF1 methylated DNA binding inhibitors, primary screen, counter-screen for MBD2 inhibitor project, biochemical, TR-FRET, human UHRF1, single concentration. E3 ubiquitin-protein ligase UHRF1 (Homo sapiens), Q96T88. UHRF1 binding to methylated oligo. inhibition, % at 4.4 µM. 370,000 tested, 0.75% active. AID 687016, 2013; in the data active = inhibition above about 21%;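 also: UHRF1 SRA domain binding a hemimethylated CpG hairpin DNA probe; 0% = median of test compound wells and 100% = reference inhibitor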
HTRA1 inh: HTRA1 serine protease inhibitors, primary screen, biochemical, fluorescence polarization, HTS; inhibition, % at 5.96 µM; AID 504803, 2011; Q92743; 340,000 tested, 0.5% active; recombinant HTRA1, FP-rhodamine activity-based probe; in the data active = inhibition above about 36%;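 also: 0% = enzyme with DMSO and 100% = wells lacking enzyme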
Target sequence (Q92743 whole entry, looked up): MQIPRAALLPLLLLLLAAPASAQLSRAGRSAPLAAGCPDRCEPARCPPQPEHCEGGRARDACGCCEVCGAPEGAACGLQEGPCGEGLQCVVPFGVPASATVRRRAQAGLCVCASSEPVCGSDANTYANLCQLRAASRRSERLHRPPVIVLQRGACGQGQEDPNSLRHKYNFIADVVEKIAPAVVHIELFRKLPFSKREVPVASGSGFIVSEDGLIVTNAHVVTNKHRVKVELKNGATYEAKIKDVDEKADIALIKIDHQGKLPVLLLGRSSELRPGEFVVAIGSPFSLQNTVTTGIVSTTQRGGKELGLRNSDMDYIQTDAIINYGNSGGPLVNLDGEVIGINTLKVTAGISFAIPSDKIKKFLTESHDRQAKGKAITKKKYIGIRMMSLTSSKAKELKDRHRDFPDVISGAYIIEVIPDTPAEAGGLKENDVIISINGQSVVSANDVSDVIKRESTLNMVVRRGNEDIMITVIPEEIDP
NPR2 activator: human GC-B receptor activators, primary screen, HEK293 GC-B cells, cGMP TR-FRET, EC30 CNP; 0% at EC30 CNP, 100% saturating CNP; AID 1920062, 2024; 370,000 tested, 0.11% active; activation, % at 10 µM; Atrial natriuretic peptide receptor 2 (Homo sapiens), P20594;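 active = activation at 10 µM reaching about 35% in either raw or pattern-adjusted values, limit read from the data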
PRMT1 inh: PRMT1 methyltransferase inhibitors, primary screen, biochemical, fluorescence polarization; recombinant PRMT1, activity-based probe fluorescence polarization; Protein arginine N-methyltransferase 1 (Homo sapiens), Q99873; inhibition, % at 2.79 µM; 370,000 tested, 1.3% active;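 active = inhibition above about 21% made by adding two undisclosed values, limit read from the data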
Target sequence (Q99873 whole entry, looked up): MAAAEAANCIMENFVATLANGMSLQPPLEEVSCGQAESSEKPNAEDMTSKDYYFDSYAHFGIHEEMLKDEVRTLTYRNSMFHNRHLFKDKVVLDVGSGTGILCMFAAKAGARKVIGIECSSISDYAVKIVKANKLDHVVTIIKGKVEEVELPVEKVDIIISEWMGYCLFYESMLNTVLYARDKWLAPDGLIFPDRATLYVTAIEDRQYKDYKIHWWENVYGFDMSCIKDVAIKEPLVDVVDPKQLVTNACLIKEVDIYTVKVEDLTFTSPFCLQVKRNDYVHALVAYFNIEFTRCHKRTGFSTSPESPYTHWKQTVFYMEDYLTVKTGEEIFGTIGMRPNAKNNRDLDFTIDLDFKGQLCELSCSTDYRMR
TCR CD3 inh: inhibitors of human TCR-CD3 interaction, primary screen, biochemical, fluorescence, TAMRA-labeled TCR probe | inhibition, % at 9.4 µM | 360,000 tested, 0.37% active | T-cell receptor (TCR); in the data active = inhibition above about 19%;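 also: recombinant mutant TCR 2C K166C tagged with TAMRA read by polarization; 0% = receptor in buffer alone and 100% = receptor with positive control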
SIAE inh: human SIAE inhibitors, primary screen, biochemical, fluorescence polarization, FP-Rh probe, 1536-well HTS. Sialate O-acetylesterase (Homo sapiens), Q9HAT2. SIAE FP-Rh probe binding. inhibition, % at 9.66 µM. 370,000 tested, 0.69% active. AID 1053197, 2014;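 active = inhibition above a cutoff: mean of compounds within the control limits plus 3 SD of those, cut at about 17% in these data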;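 also: 0% = plate median of compound wells and 100% = probe without SIAE protein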
An asterisk follows results filed as active; . = not tested or not shown; & = joins results of further samples.

SMILES	rCAG RNA binder	mABHD4 FP	MBD2 DNA inh	GC-A act	UHRF1 MBD2 ctr	HTRA1 inh	NPR2 activator	PRMT1 inh	TCR CD3 inh	SIAE inh
CCC(=O)CN(Cc1cc(OC)ccc1OC)S(=O)(=O)c1ccccc1Br	1.4	-4.1	-1.1	-6.8	1.9	-0.1	-2.8	0.9	-4.2	4.3
O=c1[nH]cnc2ccc([N+](=O)[O-])cc12	4.1	8.7	0.1	1.8	0.5	2.8	-2.4	3.1	-3.3	5.5
CC(SCc1ccccc1)C(=O)Nc1ccccc1-c1ccccc1 (stereo unspecified)	-3.0	-4.5	-5.4	2.4	-0.5	-8.1	-4.0	2.6	4.4	-6.5
CC(=O)NC(Cc1ccccc1F)C(=O)NC1CCN(C(=O)NCc2ccccc2)CC1 (stereo unspecified)	-2.5	1.9	-0.8	0.3	-2.0	10.4	-2.3	3.0	-11.2	-0.3
CN(C)S(=O)(=O)c1ccc2c(c1)C(=NO)c1cc(S(=O)(=O)N(C)C)ccc1-2	10.4	-10.9	6.3	2.9	3.6	-10.8	4.8	-1.5	-2.7	-11.9
O=C(NCc1ccc2c(c1)OCO2)c1[nH]c(C(F)(F)F)nc1-c1ccccc1	4.8	-1.4	4.0	5.6	-0.1	.	8.2	-2.3	2.1	0.2
O=C(O)c1ccc(OCCN2CCCC2=O)cc1	-1.4	-15.2	9.0	3.7	2.1	-1.7	1.3	5.1	-1.2	-1.1
COc1ccc(CC(=O)N2CCN=C2SC)cc1OC	1.1	0.2	0.8	0.9	-0.4	-0.7	5.2	-0.8	-0.3	1.6
COc1cc2c(cc1OC)C(c1ccc(C)cc1)NC(=O)C2 (stereo unspecified)	-0.3	-2.9	-8.1	2.3	-3.1	2.4	-0.1	-2.6	1.6	-1.3
O=[N+]([O-])c1cc(S(=O)(=O)Oc2ccccc2)ccc1Cl	-0.6	-0.7	-5.0	-3.9	-1.2	-0.3	7.7	0.6	-1.8	6.1
CN(CCC#N)C(=O)c1ccc(CNS(=O)(=O)c2ccc(F)cc2)cc1	1.6	-3.1	4.5	2.4	-1.2	-1.3	-4.2	-0.9	-3.2	15.4
CCCCNC(=O)Cn1c(=O)n(C)c2ccccc21	-0.2	2.7	-0.1	3.8	-0.2	-1.7	1.5	0.6	-0.3	-6.7
COc1ccc(-n2cnnc2SC(C)c2nc3sc(C)c(C)c3c(=O)[nH]2)cc1 (stereo unspecified)	6.3	0.6	-5.2	-2.7	0.6	.	1.5	-3.2	3.6	-0.3
O=S(=O)(/C=C/c1ccccc1)NCCc1ccccn1	1.9	1.9	-1.0	6.0	-2.1	-2.0	5.5	-1.2	-2.0	-2.1
COc1cc(C(=O)N2CCCC(c3cc(C(=O)NCc4ccc(F)cc4)no3)C2)cc(OC)c1C (stereo unspecified)	1.9	-2.4	2.6	5.6	-3.0	.	-3.0	0.2	2.3	3.2
CN(C)c1ccc(N=Nc2ccccc2C(=O)OCC(=O)NC2CCCC2)cc1	-4.0	17.8	-12.4	3.6	-10.0	23.0	-3.0	0.8	1.8	5.7
COC(=O)C1=C(C)N(Cc2cccc(C(F)(F)F)c2)C(=NCc2ccc(C(F)(F)F)cc2)NC1c1cccc(C(F)(F)F)c1 (stereo unspecified)	0.1	15.0	-1.2	-8.1	-2.6	.	-4.1	-3.1	9.4	9.1
NNC(=O)CN1C(c2ccc(Cl)cc2)=Nc2ccc(Br)cc2C1c1ccccc1 (stereo unspecified)	8.4	-17.2	-1.8	-42.0	-1.7	-60.4	-23.4	0.7	4.9	-33.2
O=C(N1CCN=C1SCc1cccnc1)C12CC3CC(CC(C3)C1)C2	-4.5	0.5	-0.6	1.9	0.1	-5.4	-2.1	5.0	1.2	2.2
O=C(Nc1ccccc1OC(F)F)C1CC(=O)N(Cc2ccccc2)C1 (stereo unspecified)	-1.0	0.8	3.6	1.9	-0.7	1.6	1.4	1.1	1.3	-0.9
CCOC(=O)c1[nH]c2ccc(F)cc2c1NC(=O)c1ccccc1C(=O)O	-2.7	4.4	-3.5	0.7	-3.9	5.0	4.9	0.9	5.7	5.9
O=S1(=O)CCOC[C@H](c2ccccc2)N1Cc1ccccc1	-3.6	1.1	-2.8	-0.9	-1.6	-0.2	-0.2	-2.4	5.2	-3.8
O=C(CSc1n[nH]c(=O)[nH]c1=O)NCC1CCCCC1	1.8	0.4	-5.6	4.2	1.2	2.6	-6.4	-1.6	-2.2	3.8
C/C(=N\NC(=O)CNC(=O)C1COc2ccccc2O1)c1ccc(Cl)cc1 (stereo unspecified)	-4.7	-5.4	4.0	-7.1	-3.0	4.2	1.6	-3.3	1.1	7.6
Cc1ccccc1-n1c(=O)c2ccccc2n2nnnc12	-0.4	-13.4	3.4	0.6	1.3	6.0	-1.3	3.2	1.4	-2.9
Cc1ccc(S(=O)(=O)N2CCOCC2)cc1C(=O)NC1CCN(Cc2ccccc2)CC1	0.8	-6.2	-1.4	-1.3	1.9	0.9	-1.6	-1.4	-6.8	-3.1
CC(C)C[C@H]1COc2cccc(N3CCCC3)c2S(=O)(=O)N1	0.5	3.2	-4.2	1.9	-2.3	.	0.9	-6.6	-3.0	3.1
CCOC(=O)C1=C(C)NC(C)=C(C(=O)OCC)C1C(=O)OCC(=O)N1CCCCC1CC (stereo unspecified)	-4.6&-1.5	3.9&-0.9	6.5&4.5	-2.5&0.1	11.7&3.1	1.1	0.2&-8.2	-2.2&1.0	-5.9&2.9	4.0&-2.3
O=C(c1ccc(Cl)c(S(=O)(=O)N2CCCC2)c1)N1CCCCC1	-0.7	-4.2	-4.8	0.9	0.0	-1.3	3.1	-4.8	-2.8	2.6
CC1CCCC(C)N1C(=O)CSc1ccc(-c2ccc3c(c2)OCCO3)nn1 (stereo unspecified)	0.0	-1.2	-0.3	-0.4	-1.2	-9.7	1.2	1.0	-0.8	3.8
CN(C)S(=O)(=O)c1cccc(NC(=O)CSc2nc3ccccc3n2-c2ccccc2)c1	7.0	-36.8	2.8	2.0	0.0	-44.3	3.0	2.4	4.3	-56.8
COc1ccccc1C1NC(=O)NC(C)=C1C(C)=O (stereo unspecified)	1.9	-2.3	5.0	0.5	-3.5	-6.1	1.4	-0.3	1.5	-5.4
COc1ccc(C(=O)NC2CCCCCCC2)cc1OC	-4.6	-3.3	0.4	4.9	3.5	-0.8	3.7	-1.6	-6.3	5.2
Cc1ccc(Cn2cc(CN(C(C)(C)C)S(=O)(=O)c3ccc(F)cc3Br)nn2)cc1	6.1	-9.2	5.8	2.2	0.4	.	9.5	-1.1	.	3.1
CC(=O)n1c(C=Nc2ccc(Cl)cc2)c(O)c2ccccc21	0.5	0.7	0.7	7.7	-5.0	0.4	-1.6	3.5	2.0	8.9
CC(=O)N1CCN(C(=O)c2ccc3c(c2)S(=O)(=O)c2ccccc2C3=O)CC1	-0.8	0.5	-6.7	4.1	-3.6	-0.5	6.2	-5.6	7.3	-1.2
COCCCNC(=O)CN1C(=O)/C(=C\c2ccc(C)cc2)Sc2ccccc21	-3.4	-0.2	0.9	2.3	-1.3	-1.9	8.2	0.2	3.4	-0.6
COc1ccc(C=O)cc1OS(=O)(=O)c1ccc(NC(C)=O)cc1	1.0	-2.6	-5.0	0.6	-2.7	-2.5	-6.1	-3.2	2.7	3.6
CCOC(=O)c1c(NC(=S)Nc2ccc(Cl)cc2)sc2c1CCN(C)C2	-21.1	-10.7	-5.1	6.3	-20.6	-25.3	2.3	12.5	0.0	-4.6
CN1CCN(c2nc(NCCOC34CC5CC(CC(C5)C3)C4)nc(OCC(F)(F)F)n2)CC1	-1.7	8.6	3.7	0.9	-0.2	9.9	0.1	2.9	2.8	-14.1

As entered above.
COc1ccc(C=O)cc1OS(=O)(=O)c1ccc(NC(C)=O)cc1 – rCAG RNA binder = 1.0
COc1cc2c(cc1OC)C(c1ccc(C)cc1)NC(=O)C2 (stereo unspecified) – UHRF1 MBD2 ctr = -3.1

(listing goes on)
SMILES	rCAG RNA binder	mABHD4 FP	MBD2 DNA inh	GC-A act	UHRF1 MBD2 ctr	HTRA1 inh	NPR2 activator	PRMT1 inh	TCR CD3 inh	SIAE inh
O=C(O)c1ccc(CNCc2cc(Cl)ccc2O)cc1	-0.7	4.2	0.2	-0.1	-0.9	-3.8	2.1	1.9	7.1	2.8
COC(=O)COc1ccc(S(=O)(=O)NCc2ccco2)cc1	5.5	-8.6	4.3	-2.9	2.5	2.7	0.2	1.9	6.8	2.3
Cc1ccc(C)n1-c1ccc(C(=O)N/N=C/c2ccncc2)cc1	7.0	-7.4	0.6	-1.4	1.4	9.9	8.6	-1.7	-1.0	9.4
O=C(CSc1ccc(S(=O)(=O)N2CCOCC2)cn1)Nc1ccc(OC(F)F)cc1	3.2	1.8	-1.9	0.3	-4.4	0.3	-1.2	-3.6	-8.6	6.7
COCCNC(=O)c1cccc(Nc2nc(-c3ccccc3)c3cc(Cl)ccc3n2)c1	5.8	-7.3	3.9	-8.3	-0.9	-18.7	8.0	0.6	-1.1	-27.2
Cc1ccc(-c2nc(-c3ccccn3)sc2CC(=O)O)cc1	5.1	-2.4	-0.1	3.2	1.7	2.8	0.6	-1.7	-0.2	-5.1
CC(=O)c1ccc2c(c1)OCCOCCOc1ccccc1OCCOCCO2	-4.8	-3.6	0.3	-1.9	5.8	4.8	0.2	-2.1	1.8	2.3
CCCCCCCCN1CCS(=O)(=O)N(Cc2ccc(C(F)(F)F)cc2)C(C(=O)OC)C1 (stereo unspecified)	4.2	0.0	-0.5	-3.2	-0.9	.	-1.5	0.8	.	-1.8
Cc1cc2ncc(S(=O)(=O)c3ccccc3)c(N)n2n1	-3.0	-1.0	4.2	1.7	0.1	3.0	-6.2	-3.8	-0.9	0.8
Cc1ccc(C(=O)NCC(=O)Nc2cc(C)ccn2)cc1	6.2	-12.6	2.3	3.2	3.4	-6.4	-5.0	3.9	-1.1	2.2
COc1ccccc1CNC(=O)CCCc1cn(C)c2ccccc12	-7.9	-9.8	1.6	3.7	5.4	0.7	-6.6	7.5	-4.2	-3.1
O=c1c2ccccc2[nH]n1[C@@H](Cc1ccccc1)Cn1cc(-c2ccc(-c3ccccc3)cc2)nn1	19.3	-4.6	-0.4	1.8	-0.5	.	-2.1	8.0	.	8.0
CC(=O)OCC1=C(C(=O)O)N2C(=O)[C@@H](NC(=O)CSc3ccncc3)[C@H]2SC1	15.6	0.4	3.3	3.8	13.9	-4.9	1.1	19.0	-5.9	12.1
CCC[C@H]1CN(c2ccc(OC)cc2)C(=O)[C@@H]1CC(=O)Nc1ccccc1	-0.5	2.8	-1.8	0.9	-1.9	-3.3	2.8	0.5	-5.5	2.6
COCCNC(=O)c1c(N)n(-c2ccccc2)c2nc3ccccc3nc12	-0.9	-1.0	-1.8	5.2	-5.7	-4.6	-4.2	-1.4	-0.3	-3.9

Only part of the results is shown, so the mix of outcomes need not match the whole.
